mIDH1 inhibitor: blocks human mutant IDH1 R132H enzyme. Potency, µM (highest dose often 76.6 µM), for inactives: at the highest dose activity change, negative = inhibition, actives largely listed as inhibitors. IDH1-R132H enzyme, NADPH consumption, diaphorase/resazurin fluorescence. hit rate 0.093% among 390,000; also: potency is read from the fitted curve at half-maximal effect; % is scaled to controls: 0 for no effect and ±100 for the full control effect; nearly all actives have a fitted effect of over 65% in size
Target sequence (O75874 whole entry R132H, stated change not applied): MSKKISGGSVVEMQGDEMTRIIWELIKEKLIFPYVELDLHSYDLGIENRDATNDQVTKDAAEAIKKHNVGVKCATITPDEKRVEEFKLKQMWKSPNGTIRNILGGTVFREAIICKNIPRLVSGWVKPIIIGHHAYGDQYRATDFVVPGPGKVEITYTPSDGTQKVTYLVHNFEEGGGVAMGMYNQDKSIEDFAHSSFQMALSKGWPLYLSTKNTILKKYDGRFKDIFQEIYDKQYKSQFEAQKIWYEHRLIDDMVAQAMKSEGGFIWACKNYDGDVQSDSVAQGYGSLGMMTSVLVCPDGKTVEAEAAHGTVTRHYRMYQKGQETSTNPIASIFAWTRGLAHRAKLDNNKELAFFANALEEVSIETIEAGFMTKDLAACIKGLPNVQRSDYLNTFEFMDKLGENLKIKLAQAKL
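IDH1-R132H (0.5 ug/mL dispensed) in pH 7.5 Tris buffer was preincubated 30 min with compound, then given a substrate mix of 0.016 mM NADPH and 2 mM alpha-KG for 80 min at room temperature; remaining NADPH was read by diaphorase/resazurin fluorescence.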
TrxR1 substrate: is turned over as a substrate by rat TrxR1. O89049. purified TrxR1 substrate turnover, NADPH consumption readout. Potency, µM (top dose mostly 114 µM), without a hit: at the top dose activity change, negative = substrate turnover. hit rate 0.01% among 390,000; also: potency is read from the fitted curve at half-maximal effect; % is scaled to controls: 0 for no effect and ±100 for the full control effect; nearly all actives have a fitted effect of over 50% in size
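Rat TrxR1, dispensed at 90 nM, was prereduced with 400 uM NADPH (final) for 5 min at ~22 deg C, then incubated with compound 15 min before 400 uM selenite. A first-read NADPH fluorescence drop versus no-compound background flagged substrates.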
HP1b binding inh: blocks HP1-beta chromodomain binding to methylated histone tails; AID 540317; AlphaScreen HP1-beta / biotin-H3K9me3 peptide binding; hit rate 0.56% among 390,000; Potency, µM (top dose mostly 114 µM), for inactives: top-dose activity change, negative = inhibition, usual class: inhibitors; P83916; also: potency is read from the fitted curve at half-maximal effect; nearly all actives have a fitted effect of over 70% in size; inactives centre near 23
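HP1-beta protein (50 nM final) preincubated 30 min at room temperature with biotinylated H3(1-18)K9me3 peptide (50 nM) in PBS pH 7.4, 0.01% Tween-20, then compound added for 30 min. AlphaScreen streptavidin donor/nickel chelate acceptor beads (10 ug/mL final), 30 min dark, luminescence read.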
Pin1 inhibitor: blocks the human prolyl isomerase Pin1; Pin1 FP peptide displacement, HiFluor488, 10 min; hit rate 0.009% among 390,000; Potency, µM (titrated, usually from 115 µM), without a hit: at the top dose activity, negative = inhibition, usual class: inhibitors; Q13526; AID 504891; active = well fitted inhibition curve with a large enough effect in the polarisation, with a control signal flat, not every such curve was filed as active; inconclusive = small, poorly fitted or top-dose-only effect, or effect the other way, or a change in a side signal; inactive = no such curve, though single readings can be large or run the other way; the % refers to the polarisation; also: potency is read from the fitted curve at half-maximal effect; % is scaled to controls: 0 for no effect and ±100 for the full control effect
Target sequence (Q13526 whole entry, looked up): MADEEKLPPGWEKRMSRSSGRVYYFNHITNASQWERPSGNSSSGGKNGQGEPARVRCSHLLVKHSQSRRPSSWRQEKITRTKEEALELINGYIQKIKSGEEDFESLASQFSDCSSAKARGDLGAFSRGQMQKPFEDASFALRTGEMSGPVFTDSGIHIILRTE
GLS inhibitor: blocks human kidney-isoform glutaminase activity; GLS enzymatic activity, qHTS titration; Potency, µM (titrated, usually from 45.5 µM), inactives show top-dose activity change, negative = inhibition, hits mostly inhibitors; hit rate 0.21% among 410,000; also: potency is read from the fitted curve at half-maximal effect; % is scaled to controls: 0 for no effect and ±100 for the full control effect
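Compounds were pin-transferred onto hKGA, after which L-glutamine (1 mM solution) and a detection mix of glutamate oxidase, HRP and Amplex Red were added. Initial and 30 min RT fluorescence reads were collected.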
TrxR1 inh: rat TrxR1 inhibition; recombinant rTrxR1, NADPH fluorescence consumption, selenite substrate; Potency, µM (titrated, usually from 114 µM), inactives show at the top dose activity change, negative = inhibition, hits mostly inhibitors; hit rate 1% among 390,000; AID 588453; also: potency is read from the fitted curve at half-maximal effect; % is scaled to controls: 0 for no effect and ±100 for the full control effect; nearly all actives have a fitted effect of over 65% in size
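Rat TrxR1 (90 nM in the dispensed reagent) was pre-reduced with 400 uM NADPH for 5 min at room temperature, then incubated with compound for 15 min. After 400 uM selenite was added, NADPH fluorescence (Ex 340/Em 450 nm) was followed for 8 min.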
PI4K2A block: blocks human PI4K2A kinase activity. activity change, negative = inhibition, % at 76.9 µM. AID 1346378. purified PI4K2A, ADP-Glo luminescence, 1 h; active compounds read low. hit rate 0.13% among 420,000; in the data active = activity change below about -50%; inconclusive = mostly about -30% to -49%;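 also: -100% = wells without enzyme as full effect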
Target sequence (Q9BTU6 whole entry, looked up): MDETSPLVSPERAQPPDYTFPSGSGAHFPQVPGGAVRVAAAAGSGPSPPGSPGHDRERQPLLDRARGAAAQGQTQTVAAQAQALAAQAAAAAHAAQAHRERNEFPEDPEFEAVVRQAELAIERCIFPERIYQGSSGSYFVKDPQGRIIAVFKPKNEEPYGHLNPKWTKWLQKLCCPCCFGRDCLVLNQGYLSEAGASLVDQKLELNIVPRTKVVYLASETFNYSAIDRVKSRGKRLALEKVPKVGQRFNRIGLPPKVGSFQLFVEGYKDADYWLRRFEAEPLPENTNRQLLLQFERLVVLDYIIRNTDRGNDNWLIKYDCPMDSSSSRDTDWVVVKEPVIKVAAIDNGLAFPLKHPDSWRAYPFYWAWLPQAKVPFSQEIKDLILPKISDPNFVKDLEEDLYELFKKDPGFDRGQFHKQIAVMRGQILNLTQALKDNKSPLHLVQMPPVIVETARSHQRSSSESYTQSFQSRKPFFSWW
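In this quantitative HTS, ADP production by PI4K2A was quantified luminescently after 1 h at ambient temperature; 100 microM adenosine served as plate-quality control.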
PGK inhibitor: blocks T. brucei phosphoglycerate kinase | P07378 | PGK/GAPDH coupled, Kinase-Glo luminescence, 60 min | Potency, µM (top dose mostly 57.5 µM), without a hit: top-dose activity change, negative = inhibition, actives largely listed as inhibitors | hit rate 0.043% among 380,000 | AID 602233; also: potency is read from the fitted curve at half-maximal effect; % is scaled to controls: 0 for no effect and ±100 for the full control effect; nearly all actives have a fitted effect of over 60% in size
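Recombinant glycosomal PGK reaction used 1,3-bisphosphoglycerate generated in-well by GAPDH (100nM final) in 100mM TEA pH 7.6, 5mM MgCl2, 0.01% Tween-20. After 60 minutes at room temperature, ATP was read by Kinase-Glo Plus luminescence end-point.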
USP1-UAF1 inh: blocks the human USP1/UAF1 deubiquitinase complex; AID 743255; O94782; hit rate 0.23% among 390,000; Potency, µM (top dose mostly 57.1 µM), inactives show top-dose activity change, negative = inhibition, actives largely listed as inhibitors; recombinant USP1/UAF1, Ub-Rhodamine cleavage fluorescence; also: potency is read from the fitted curve at half-maximal effect; % is scaled to controls: 0 for no effect and ±100 for the full control effect; nearly all actives have a fitted effect of over 60% in size; inactives centre near -12
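USP1/UAF1 complex (1 nM) preincubated 15 min at room temperature with compound, then Ub-Rho substrate (150 nM final) added. Kinetic fluorescence at 480/540 nm over 6 reads at 60 s intervals; 50 mM HEPES pH 7.8, 0.5 mM EDTA, 0.1 mg/ml BSA, 1 mM TCEP, 0.01% Tween-20.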
* marks the source's active call; other numbers are inactive results; i = inactive; ? = inconclusive; . = no result given; [ ] = remark or other dose. Unless noted, calls follow the shape of the dose curve; as a rule, active = well fitted curve in the direction sought with a large enough effect; inconclusive = small, poorly fitted or top-dose-only effect, or another doubt; inactive = no such curve, though single readings can be large; an effect the other way counts as inactive or inconclusive. The list is partial; count on the stated rates, not on these rows.

SMILES	mIDH1 inhibitor	TrxR1 substrate	HP1b binding inh	Pin1 inhibitor	GLS inhibitor	TrxR1 inh	PI4K2A block	PGK inhibitor	USP1-UAF1 inh
CCc1ccc(/C=C2\Oc3c(ccc(O)c3CN3CCN(C)CC3)C2=O)cc1	6%	-5%	22%	?	9%	-8%	1	-5%	?
CCc1ccc(NC(=O)CNC(=O)Cn2c(C)cc3ccccc3c2=O)cc1	2%	14%[2.29 µM]	21%	-2%	6%	20%	-11	5%	-6%
CCCCCC(=O)N1C[C@H](n2cc(-c3ccc(F)cc3)nn2)[C@@H](O)C[C@@H]1c1ccc(OC)cc1	0%	.	.	.	-11%	.	-4	7%	-25%
Cc1cc2ncn(/N=C/c3ccc([N+](=O)[O-])s3)c2cc1C	4%	-10%	3%	5%	10%	-19%	-2	-3%	-3%
COc1ccc(C(=O)O)cc1S(=O)(=O)NCc1ccccn1	2%	8%[57.1 µM]	13%	3%	102%[activator]	22%[57.1 µM]	-3	i	1%
Oc1ccccc1Nc1ccccn1	3%	-20%[57.1 µM]	23%	-1%	13µM*	7%[57.1 µM]	2	i	-7%
CCOC(=O)N1CCN(Cc2cn[nH]c2-c2cccc3ccccc23)CC1	-2%	-5%	26%	-1%	2%	13%	-1	-5%	-11%
NC(=O)CC(NC(=O)c1ccccc1)c1ccc(NC2CCN(Cc3ccccc3)CC2)c([N+](=O)[O-])c1 (centres undefined)	-4%	5%[57.1 µM]	16%	-7%	8%	5%[57.1 µM]	-1	0%	-16%
Cc1ccc2nc(SCC(=O)Nc3ccc4c(c3)OCCO4)nc(=O)n2c1	0%	0%	16%	10%	0%	8%	-1	2%	-2%
Cc1cc(OCCCn2c(CCNC(=O)C3CCCCC3)nc3ccccc32)ccc1Cl	1%	-9%	35%	?	-16%	-9%[0.457 µM]	0	-7%	?
CCOc1ccc2ccccc2c1CNCCN1CCOCC1	1%	4%[57.1 µM]	21%	-7%	-2%	16%[57.1 µM]	-4	-17%	-11%
O=C(Nc1ccccc1)C1C2CCC3C(CCC21)C3(Cl)Cl (centres undefined)	10%	-8%	26%	?	-3%	-20%	-2	-10%	-12%
COc1ccc(CCNC(=O)C2CCN(S(=O)(=O)N3CCCCCC3)CC2)cc1OC	2%	9%	24%	5%	0%	23%	5	-2%	-16%
CCOc1ccc(CCNC(=O)CCc2nnc3ccc(N4CCOCC4)nn23)cc1OCC	15%	11%	89%[activator]	-7%	1%	6%[57.1 µM]	-6	-4%	-4%
O=C(Cn1cnc2ccccc2c1=O)NC1CCS(=O)(=O)C1 (centres undefined)	-2%	10%[57.1 µM]	16%	2%	1%	12%	0	-11%	-26%
COc1ccccc1N1CCN(c2ccc(=O)n(CC(=O)NCc3ccc(OC(C)C)cc3)n2)CC1	7%	-3%[57.1 µM]	50%[activator]	?	17%	1%[57.1 µM]	-3	i	-17%
Nc1nnnn1CC(=O)N/N=C/c1cc([N+](=O)[O-])ccc1O	6%	-15%	30%	?	15%	29%[57.1 µM]	-9	-9%	-4%
Cc1n[nH]c(=O)nc1NC(C)c1ccccc1 (centres undefined)	-8%	-3%	21%	1%	-16%	10%	0	-6%	0%
CCOC(=O)N1CCN(C(=O)c2ccc3c(c2)N(Cc2ccccc2)CCS3)CC1	21%	0%[57.1 µM]	21%	-2%	15%	6%[57.1 µM]	-5	i	-24%
CSCC(O)Cn1ncc2ccccc2c1=O (centres undefined)	-4%	-3%	35%	-4%	-3%	9%	1	0%	-23%
O=C(OCC(=O)N1CCc2ccccc21)C1=COCCO1	-7%	1%	22%	9%	1%	?	0	1%	3%
COc1ccc(OCCCC(=O)NCCc2nc3ccccc3[nH]2)cc1	-5%	4%	17%	14%	2%	4%[57.1 µM]	2	14%	-13%
CCOc1ccc(NC(=O)CCNS(=O)(=O)c2ccc3c(c2)CCCC(=O)N3)cc1	-14%	-4%	-10%	3%	-8%	14%	-3	-11%	-12%
CCN(CC)c1ccc(/C=N/Nc2ccccc2)c(O)c1	11%	-7%	16µM*	?	-1%	8.9µM*	-3	-2%	?
CCC1C(=O)NCCN1C(=O)c1ccc(OC)c(OC2CCN(C(C)=O)CC2)c1 (centres undefined)	7%	-6%	39%[activator]	1%	-3%	-14%	-1	0%	-1%
CCOc1ccc(NC(=S)NCCCc2ccccc2)cc1	-2%	0%[57.1 µM]	-16%	1%	-8%	7%[57.1 µM]	4	-2%	-13%
CS(=O)(=O)Nc1ccccc1C(=O)Nc1ccc2c(c1)OCCO2	0%	4%	36%	-3%	2%	11%	-1	5%	1%
Cc1cc(-c2ccc(C)c(S(=O)(=O)N3CCN(c4ccc(F)cc4)CC3)c2)on1	20%	2%	9%	-3%	-9%	28%	0	0%	-20%
CCOC(=O)c1ccc(NC(=S)Nc2ccc3[nH]c(=O)[nH]c3c2)cc1	-1%	-2%	3%	0%	-2%	?	1	-5%	-8%
CN1C(=O)N(C)C2(c3ccccc3)N(C)C(=O)NC12c1ccccc1 (centres undefined)	9%	7%	9%	?	15%	26%	-9	-4%	-3%
CCn1c(CN2CCC(C)CC2)nc2cc(NC(=O)COc3ccc(Cl)c(C)c3)ccc21	16%	-7%	53%[activator]	-1%	3%	17%	-2	i	-20%
C=CCn1c(SCC(=O)NCc2ccc3c(c2)OCO3)nnc1C1COc2ccccc2O1 (centres undefined)	0%	2%	33%	-3%	0%	4%	3	-3%	-3%
COc1cccc(OC)c1C(=O)NC(=S)N1CCN(c2ccc(C(F)(F)F)cc2[N+](=O)[O-])CC1	3%	-8%[11.4 µM]	1%	?	-5%	13%[11.4 µM]	-17	-2%	-19%
CCc1cc2c(=O)n(Cc3ccco3)c(SCC(=O)NCC3CCCO3)nc2s1 (centres undefined)	0%	8%[0.0914 µM]	16%	2%	-4%	2%[57.1 µM]	-3	7%	3%
NC(=O)[C@H]1CC2(CC(c3cccc(NC(=O)COc4ccc(Cl)cc4)c3)=NO2)CN1C(=O)[C@H]1CCC(=O)N1 (some centres undefined)	-5%	11%[57.1 µM]	14%	-1%	12%	24%[57.1 µM]	-4	-4%	-9%
NC(=O)c1cc(S(=O)(=O)Nc2cccc(Cl)c2)cs1	-11%	2%	54%[activator]	-3%	-6%	18%	3	-9%	-25%
COC(=O)[C@@H](NC(=O)NCc1cccs1)C(C)C	10%	0%	19%	-8%	-3%	21%	-5	i	2%
Cc1nc(C)c(C(=O)OCC(=O)Nc2ccccc2)s1	3%	1%	34%	-4%	1%	28%	-3	-1%	-9%
Nc1nnc(SCC(=O)NNC(=O)c2ccccc2)s1	-1%	-7%	27%	1%	4%	-2%	7	-5%	-16%
Cc1c(Br)c([N+](=O)[O-])nn1CC(=O)NCC1CCCO1 (centres undefined)	4%	0%[57.1 µM]	32%	-3%	0%	12%	0	-5%	-9%
CC(C)c1nnc(SCC(=O)N2CCOCC2)n1C	6%	-6%	25%	0%	2%	-1%	-3	-2%	0%
NC(=O)CC[C@H](NC(=O)OCc1ccccc1)C(=O)OCc1ccc(Cl)cc1	5%	-6%	19%	0%	22%	-4%	1	-6%	-11%
CCOc1ccccc1NC(C)C(=O)NC(=O)NC1CCCCC1 (centres undefined)	1%	-4%	10%	-4%	1%	20%	-1	-8%	-14%
O=C(CSc1ccc(-c2ccc(Br)cc2)nn1)N1CCOCC1	-4%	-9%	35%	4%	5%	-4%	-1	0%	-6%
O=C1NCCCc2nonc21	-2%	-5%	26%	-5%	0%	9%	0	-11%	-2%
O=C(Nc1cc(Cl)ccc1-n1cncn1)c1cccs1	3%	-1%	19%	11%	0%	11%	1	-3%	-4%
N=C1/C(=C\c2coc3ccccc3c2=O)C(=O)N=C2SC(c3ccncc3)=NN12	?	18%[0.0914 µM]	?	?	?	?	-20	-29%	28µM*
Cc1ccc2c(c1)CC(C)N2S(=O)(=O)c1nnc(NC(=O)c2ccccc2F)s1 (centres undefined)	-9%	-8%	-28%	4%	8%	-13%	-4	-5%	-2%
CCOc1ccc(Nc2nc3cc(S(=O)(=O)CC)ccc3o2)cc1	-4%	1%	-5%	4%	-10%	9%	-3	2%	-7%
COc1ccc(NC(=O)C2CCN(S(=O)(=O)c3c(C)noc3C)CC2)cc1Cl	4%	2%[57.1 µM]	23%	-8%	-6%	13%[57.1 µM]	8	-2%	-13%
O=C(CSc1nnc(-c2cccc(Br)c2)o1)N1CCNC1=O	0%	1%	48%[activator]	5%	-3%	28%	-2	2%	-16%
CCOc1cc(/C=C2/C(=O)ON=C2C)ccc1OCc1ccccc1F	21µM*	6%[11.4 µM]	3%	-10%	-1%	-26%[11.4 µM]	0	-4%	?
Cn1cccc1C(=O)OCC(=O)Nc1ccc2c(c1)OCCO2	2%	10%[57.1 µM]	4%	1%	-1%	8%[57.1 µM]	-6	4%	-17%

Screening data deposited in PubChem BioAssay by National Center for Advancing Translational Sciences (NCATS).
